VP16 counter = Gal4-VP16 reporter inhibition counter-screen; Drosophila S2 Gal4-VP16 UAS-luciferase, luminescence, 20 h; Potency, µM (highest dose often 53.6 µM), inactives show top-dose activity, negative = inhibition, most hits filed as inhibitors; 310,000 tested, 3.5% active;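 note: Gal4-VP16 expression switched on by copper sulfate through the metallothionein promoter; potency is the fitted concentration of half-maximal effect; % is set by controls: 0 for no effect and ±100 for the full control effect; nearly all actives have a fitted effect of over 50% in size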
p53 reactivation = mutant p53 re-activation in reporter cells. H1299 p53-A138V BP100-luciferase reporter, luminescence, 24 h. Potency, µM (doses to about 92.2 µM), for the others: top-dose activity change, positive = activation, hits mostly activators. 320,000 tested, 0.063% active. AID 504706; note: potency is the fitted concentration of half-maximal effect; % of control where 0% means no effect; nearly all actives have a fitted effect of over 45% in size
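H1299 (p53-null), stable ts p53-A138V + BP100-Luc; 1000 cells/well, Opti-MEM/10% FBS; cpd 4 pt, 1:5; 24 h, 37 deg C, 5% CO2; detection reagent 10 min RT; luminescence.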
NPC1 prom act = NPC1 promoter activation; Potency, µM (series often up to 9.22 µM), inactives show at the top dose activation, usual class: activators; 320,000 tested, 2.4% active; Huh7 NPC1 promoter luciferase reporter, 24 h; AID 485313;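 note: potency is the fitted concentration of half-maximal effect; % of control where 0% means no effect; nearly all actives have a fitted effect of over 60% in size; reporter is driven by a mutant NPC1 promoter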
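Readout is luciferase luminescence, reflecting NPC1 promoter activation in stably transfected Huh7 cells after 24 h compound exposure at 37 °C in reduced-serum medium with 10% FBS.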
RORg inh = blocks mouse ROR gamma transcriptional activity; 310,000 tested, 5.4% active; Drosophila S2 Gal4-RORgamma UAS-luciferase reporter, 20 h; Potency, µM (doses to about 53.6 µM), without a hit: top-dose activity change, negative = inhibition, usual class: inhibitors; P51450; AID 2551; note: potency is the fitted concentration of half-maximal effect; % is set by controls: 0 for no effect and ±100 for the full control effect; nearly all actives have a fitted effect of over 60% in size
Target sequence (P51450 whole entry, looked up, the tested form may be a part): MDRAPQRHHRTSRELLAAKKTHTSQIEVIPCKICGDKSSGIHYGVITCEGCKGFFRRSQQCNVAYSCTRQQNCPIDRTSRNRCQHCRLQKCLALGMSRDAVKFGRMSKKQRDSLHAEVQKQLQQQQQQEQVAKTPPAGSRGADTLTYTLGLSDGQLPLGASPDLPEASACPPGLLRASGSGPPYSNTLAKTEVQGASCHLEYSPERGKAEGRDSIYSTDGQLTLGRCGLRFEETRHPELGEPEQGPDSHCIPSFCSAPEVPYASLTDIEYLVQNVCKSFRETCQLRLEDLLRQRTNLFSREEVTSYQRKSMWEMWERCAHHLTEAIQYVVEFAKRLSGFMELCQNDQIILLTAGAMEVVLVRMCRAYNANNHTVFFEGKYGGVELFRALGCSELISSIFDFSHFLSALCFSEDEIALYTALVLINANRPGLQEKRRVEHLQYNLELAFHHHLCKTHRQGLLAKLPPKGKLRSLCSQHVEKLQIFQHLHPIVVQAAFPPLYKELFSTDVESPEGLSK
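A Gal4/UAS one-hybrid system in insect cells: metallothionein-promoter Gal4–ROR gamma fusion plus Photinus luciferase reporter. Copper sulfate 700 uM final, 20 hr ambient incubation, luminescent detection after 10 min with reagent.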
TRPV1 ag = activates the human vanilloid receptor TRPV1; Q8NER1; TRPV1-expressing cells, Fluo-8 calcium influx, agonist mode; activation, % at 8.33 µM; 320,000 tested, 0.19% active; AID 540275; in the data active = activation above about 80%; inconclusive = between about 30% and that limit; note: 0% is about no effect
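Fluo-8 calcium influx in TRPV1-expressing cells, kinetic read (ex 480/em 520 nm). Compound added and read 3 min for agonist activity, followed by capsaicin at EC20 final and 2 min further read for enhancement.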
BRCA1 expr act = activators of BRCA1 expression. MCF7-BRCA1-FFLuc reporter, luminescence, 48 h; response scale: scaled: vehicle 0%, 10 µM genistein 100%. Potency, µM (titrated, usually from 46.1 µM), for inactives: top-dose activation, usual class: activators. 380,000 tested, 1.1% active; note: potency is the fitted concentration of half-maximal effect; nearly all actives have a fitted effect of over 80% in size; some results filed as inactive show a strong effect at the top dose
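Reporter cells (MCF7, BRCA1 promoter-firefly luciferase) received library compounds across a concentration series for 48 h. End-point luminescence was measured and concentration-effect curves derived after normalization.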
Tb PFK inh = inhibitors of T. brucei phosphofructokinase; O15648; T. brucei PFK, ADP-Glo luminescence; Potency, µM (series often up to 57.5 µM), for the others: at the top dose activity, negative = inhibition, hits mostly inhibitors; 330,000 tested, 0.17% active;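 note: potency is the fitted concentration of half-maximal effect; 0% = uninhibited 1x PFK enzyme wells and -100% = no-enzyme wells; nearly all actives have a fitted effect of over 60% in size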
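1.25 nM PFK with 0.5 mM F6P and 0.1 mM ATP in 0.1 M TEA pH 8.0, 5 mM MgCl2, incubated 45 min at room temperature; ADP measured by ADP-Glo luminescence; compounds titrated up to 57 uM.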
FLuc modulator = firefly luciferase modulation, counter-screen for miR-21 project | purified FLuc, Km substrates, luminescence inhibition | 360,000 tested, 6.9% active | P08659 | Potency, µM (doses to about 57.5 µM), inactives show at the highest dose activity change, negative = inhibition, most hits filed as inhibitors;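 note: potency is the fitted concentration of half-maximal effect; plate controls were vehicle for no effect and reference inhibitor for full effect; nearly all actives have a fitted effect of over 55% in size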
Target sequence (P08659 whole entry, looked up): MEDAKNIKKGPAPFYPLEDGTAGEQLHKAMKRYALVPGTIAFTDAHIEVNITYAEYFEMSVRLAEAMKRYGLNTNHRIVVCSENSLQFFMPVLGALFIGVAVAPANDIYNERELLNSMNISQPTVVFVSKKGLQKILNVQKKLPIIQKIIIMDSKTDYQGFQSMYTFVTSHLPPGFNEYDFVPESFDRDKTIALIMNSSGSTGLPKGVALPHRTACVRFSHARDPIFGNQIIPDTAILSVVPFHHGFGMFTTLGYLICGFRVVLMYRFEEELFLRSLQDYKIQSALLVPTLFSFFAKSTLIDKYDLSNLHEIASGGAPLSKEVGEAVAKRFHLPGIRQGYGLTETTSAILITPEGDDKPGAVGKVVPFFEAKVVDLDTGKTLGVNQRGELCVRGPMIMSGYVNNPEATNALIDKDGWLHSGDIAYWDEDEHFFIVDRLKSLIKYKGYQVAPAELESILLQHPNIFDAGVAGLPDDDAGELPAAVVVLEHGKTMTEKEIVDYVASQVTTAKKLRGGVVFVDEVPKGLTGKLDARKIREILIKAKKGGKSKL
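Purified P. pyralis luciferase, 10 nM final, with Km-level 10 uM D-luciferin and 10 uM ATP in 50 mM Tris acetate pH 7.5, 10 mM Mg acetate, 0.01% Tween-20, 0.05% BSA; 6-point qHTS titration about 60 µM downward; luminescence read.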
ELG1 DNA repair = blocks ELG1-dependent DNA repair in HEK293T cells; HEK293T ELG1-luciferase reporter, luminescence, 16 h; DNA damage induced by 5-fluorouridine; Potency, µM (top dose mostly 46.1 µM), inactives show at the highest dose activity change, negative = inhibition, actives largely listed as inhibitors; 330,000 tested, 2.3% active; note: potency is the fitted concentration of half-maximal effect; % is set by controls: 0 for no effect and ±100 for the full control effect; nearly all actives have a fitted effect of over 55% in size
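Cells (2,000 per well) received 5-fluorouridine plus test compound or DMSO and were incubated 16 hr at 37 °C, 5% CO2. Luciferase activity was read by luminescence 30 min after ONE-Glo addition; signal suppression marked inhibition of damage-induced ELG1 function.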
Rab9 promoter act = Rab9 promoter activation. Potency, µM (series often up to 9.22 µM), without a hit: at the highest dose activation, negative = inhibition, usual class: activators. 320,000 tested, 2.8% active. Huh7 Rab9 promoter-luciferase reporter, luminescence, 24 h. AID 485297; note: potency is the fitted concentration of half-maximal effect; % of control where 0% means no effect; nearly all actives have a fitted effect of over 60% in size
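Huh7 cells stably carrying a Rab9 promoter-luciferase reporter, 1500 cells per well in OP-MEM I with 10% FBS, treated with compound 24 hours at 37C. Luciferase activity read by luminescence after 10 minutes with Amplite reagent.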
ELG1 genotoxic = induces genotoxicity in HEK293T cells with luciferase-tagged ELG1; HEK293T ELG1-luciferase reporter, luminescence, 16 h; 330,000 tested, 1.3% active; Potency, µM (titrated, usually from 46 µM), for the others: at the highest dose activity change, positive = activation, hits mostly activators; AID 504466; note: potency is the fitted concentration of half-maximal effect; % of control where 0% means no effect; nearly all actives have a fitted effect of over 60% in size
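Reporter readout depends on ELG1 protein level, which increases with genetic stress. After 16 hr compound exposure at 37 °C, luciferase activity was quantified using ONE-Glo.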
* marks the source's active call; other numbers are inactive results; ? = inconclusive; . = no result given; & = joins results of further samples; [ ] = another dose, or the depositor's remark. Unless noted, calls come from the whole dose curve; as a rule, active = well fitted curve in the direction sought with a large enough effect; inconclusive = small, poorly fitted or top-dose-only effect, or another doubt; inactive = no such curve, though single readings can be large; an effect the other way counts as inactive or inconclusive.

structure	FLuc modulator	NPC1 prom act	ELG1 DNA repair	RORg inh	BRCA1 expr act	ELG1 genotoxic	TRPV1 ag	VP16 counter	Tb PFK inh	p53 reactivation	Rab9 promoter act
COc1ccc(O)c(CN2CCN(CCc3ccccc3)C(CCO)C2)c1 (configuration not stated)	1%	-3%	-13%	-10%	-17%	-3%	0	-1%	-6%	0%	-4%
Cc1cccc2[nH]c(CCNC(=O)C3CCC(=O)N(CCc4cccc(F)c4)C3)nc12 (configuration not stated)	0%	1%	13%	1%	0%	0%	-2	2%	1%	-3%	5%
COc1ccc(CNC(=O)Cn2nc(C(F)(F)F)c(Br)c2C)cc1	5%	-2%	-7%	5%	-3%	0%	-3	0%	0%	.	1%
N#CC1(NC(=O)CN2CCc3ccccc3C2)CCCC1	0%	-1%	-4%	21%	3%	0%	1	0%	-1%	-3%	-11%
O=C(/C=C/c1ccccc1)OCCCN=C1NS(=O)(=O)c2ccccc21	-6%	-4%	?	0%	-14%	-6%	29	7%[10 µM]	-2%	-3%	-8%
COc1ccc(CNC(=O)COC(=O)CCCOc2ccc(Cl)cc2Cl)cc1	?	-1%	?	?	9%	-2%	-4	-24%	1%	-26%	-6%
COc1c2ccoc2c(OC[C@@H](OC(C)=O)C(C)(C)O)c2oc(=O)ccc12	-1%	0%	?	.	17%	-1%	-3	.	5%	-2%	0%
O=C(CSc1ccc2ccccc2c1)Nc1ncccn1	?	-1%	?	-21%	-13%	1%	1	3%	11%	7%	-2%
COc1ccccc1-c1c(C)nn2c(N3CCC(C(N)=O)CC3)cc(C)nc12	3%	1%	6%	13%	-2%	-3%	-4	-2%	-4%	-5%	-4%
CCOC(=O)c1c(C)[nH]c(C)c1C(=O)COC(=O)/C=C/c1cccc(F)c1	3%	0%	-27%	5%	-9%	-2%	-6	8%	-9%	-7%	0%
COc1ccc(NC(=O)c2cccnc2)c([N+](=O)[O-])c1	-6%	-35%[inhibitor]	4%	-40%	-49%	0%	8	-1%	1%	22%	-27%
CCC(=O)Nc1ccccc1-c1nnn(CC(=O)N2c3ccccc3CC2C)n1 (configuration not stated)	11%	1%	-21%	21%	-23%	-3%	14	1%	3%	1%	-6%
CCN(CC)C(CNC(=O)CSc1nnnn1-c1cccc(F)c1)c1ccco1 (configuration not stated)	-2%	-1%	?	.	-9%	2%	-1	.	-5%	9%	-7%
COc1cc(C(=O)O)ccc1O	1%	-2%	-3%	4%	10%	-1%	-5	1%	0%	4%	2%
Nc1scc2c(C(=O)O)nn(-c3ccccc3)c(=O)c12	-1%	1%	21%	.	-16%	2%	-8	.	0%	1%	-5%
O=C1CN2NC(=S)N(c3ccccc3)C2=CN1c1ccc(Cl)cc1	1%	-2%	-5%	2%	-2%	3%	3	2%	3%	1%	-1%
O=C(Nc1cccn(Cc2c(Cl)cccc2Cl)c1=O)c1ccccc1Cl	-17%	-1%	2%	?	-62%	-4%	18	-19%	-2%	-1%	3%
O=C(O)CCCCCCCCc1cn(CN2C(=O)c3ccccc3C2=O)nn1	-1%	-7%	18%	-40%	12%	-3%	-3	1%	1%	6%	0%
CC(C)(C)OC(=O)N[C@@H](COCc1ccccc1)C(=O)N[C@@H](CO)[C@H](O)[C@@H]1C[C@@H]1C(=O)NC1CC1	-1%	2%	?	-3%	-3%	1%	2	5%	-1%	8%	2%
COc1cc(C(=O)Nc2cc3c(cc2N2CCCCC2)n(C)c(=O)n3C)cc(OC)c1OC	2%	-1%	?	?	-65%	?	?	8%	1%	-20%	3%
COc1ccc(Cl)cc1NC(=O)CCNC(=O)OCc1ccccc1	1%	3%	-3%	0%	40%	-3%	?	-21%	-2%	-2%	-2%
COc1ccc(S(=O)(=O)N2CCOCC2)cc1NC(=O)CCCOc1ccc(Cl)cc1C	?	-3%	?	.	-51%	-3%	-3	.	-7%	-9%	0%
Cc1c(C(O)CN2CCN(Cc3ccc4c(c3)OCO4)CC2)c2ccccc2n1C (configuration not stated)	-1%[2.3 µM]	2%	?	-29%	-6%	-7%	-1	?	-2%	3%	?
CCCNC(=O)C1CCN(c2nc(C)cc(C)n2)CC1	-1%	1%	-1%	?	-3%	0%	0	2%	21%	-2%	0%
Cc1ccc(-c2nnc(SCC(=O)NC(=O)Nc3ccc(C)cc3C)n2N)cc1	0%	-1%	?	?	-11%	7%	-3	-2%	0%	4%	2%
O=C(Cc1ccc2c(c1)CCCC2)Nc1ccc2ccccc2c1	?	22%	?	?	-8%	?	2	-14%	0%	?	25%
O=C(Cc1ccc(O)cc1)N/N=C/c1cccs1	-7%	2%	11%	-33%	2%	9%	6	-6%	-8%	-12%	-1%
O=C1C2C(C(=O)N1/N=C/c1cc([N+](=O)[O-])ccc1O)C1C=CC2C12CC2 (configuration not stated)	-16%	-1%	-18%	?	-9%	-2%	.	-13%	-1%	3%	5%
Cc1ccc(-c2nn(-c3ccccc3)cc2C(=O)N2CCN(c3ccccn3)CC2)cc1	15µM*	-6%	?	?	-7%	-6%	13	?	-6%	5%	7%
COc1ccc(OC)c(N(CC(=O)Nc2ccccc2)S(=O)(=O)c2ccccc2)c1	-3%	-5%	-29%	28%	-21%	-9%	10	-2%	-3%	3%	1%
CS(=O)(=O)c1ccc2nc(NC(=O)Cc3ccccc3)sc2c1	-6%	-1%	4%	16%	-1%	3%	-2	-3%	4%	6%	14%
NS(=O)(=O)c1ccc(CCNC(=O)CN2CCN(c3cccc(Cl)c3)CC2)cc1	-3%	2%	-15%	?	-43%	-2%	5	-14%	0%	-11%	-11%
CCN(CC)c1ccc(/C=N/NC(=O)c2cccc(S(=O)(=O)N3CCOCC3)c2)cc1	?	-3%	?	16µM*	-18%	0%	18	?	-1%	-1%	-6%
CCN(CC)c1nc(-c2nn[nH]n2)nc(N(CC)CC)n1	-2%	1%	0%	6%[0.365 µM]	-4%	-1%	0	.	-5%	2%	-10%
COc1ccc2nc(NC(=O)CNS(=O)(=O)c3cccs3)sc2c1	?	2%	?	-19%	2%	1%	-3	?	2%	1%	-6%
CCN(CC(=O)Nc1ccc(C(C)=O)cc1)CC(=O)Nc1ccc2c(c1)OCCO2	.	.	-29%	.	-20%	2%	.	.	-1%	-3%	.
O=C(NC(Cc1ccccc1)C(=O)OCC(=O)N1CCc2ccccc21)c1ccco1 (configuration not stated)	-10%	0%	8%	-35%[0.365 µM]	9%	1%	0	.	-1%	-5%	-4%
COc1ccc(CCNC(=O)c2c[nH]c3ccc(F)cc3c2=O)cc1OC	-4%	-2%	?	3%[1.91 µM]	8%	-7%	-1	-1%	0%	0%	5%
Cc1cc(C)c(S(=O)(=O)c2ccccc2)c(OC(=O)c2c(F)cccc2Cl)n1	3%	0%	-8%	4%	-19%	-1%	0	0%	0%	5%	-3%
O=C(COC(=O)c1ccc([N+](=O)[O-])cc1)NC1CCCC1	-1%	-8%	5%	-1%	11%	1%	1	7%	7%	2%	5%
CCCn1c2ccccc2c2cnn(CC(=O)NCCCN3CCCCC3)c(=O)c21	2%&-2%	4%	10%	-25%	-14%	1%	2	-4%	0%	18%	7%
CCOC(=O)C1CCCN(C(=O)COC(=O)c2cc(=O)c3ccccc3o2)C1 (configuration not stated)	5%	-1%	2%	-8%	-4%	0%	1	-6%	0%	12%	-3%
N#Cc1ccc(OCC(=O)NNC(=S)NC2CCCCC2)cc1	.	-5%	1%	.	-6%	-2%	-4	.	16%	-5%	-2%
NC(=O)c1ccc(NC(=O)COc2ccc(-n3cnnn3)cc2)cc1	2%	-1%	2%	.	2%	1%	0	.	-28%	-3%	-6%
CC(C)(C)c1ccc(NC(=O)C2=CC=CN3CCS(=O)(=O)N=C23)cc1	.	30%	?	.	10µM*	?	-2	.	1%	?	?
CC1(C)CC(=O)C/C(=N\NC(=S)NCc2ccccc2)C1	-2%	0%	0%	14µM*	-8%	4%	-11	?	-8%	0%	0%
CCOCCCN(C(=O)Cn1nnc(-c2ccc(C)o2)n1)C(C(=O)NC1CCCC1)c1ccco1 (configuration not stated)	1%	0%	5%	1%	-1%	3%	8	3%	2%	-1%	-2%
